# TSG101-PTAP inh: qHTS Assay for Iinhibitors of HIV-1 Budding by Blocking the Interaction of PTAP/TSG101. Fluorescence polarization, FITC-PTAP peptide / Tsg101 binding. Potency, µM (highest dose often 115 µM), for the others: at the top dose activity change, negative = inhibition, most hits filed as inhibitors. 340,000 tested, under 10 active. AID 493005, 2010; active = well fitted inhibition curve with a large enough effect in the main read-out, with a control signal flat, not every such curve was filed as active; inconclusive = small, poorly fitted or top-dose-only effect, or effect the other way, or a change in a side signal; inactive = no such curve, though single readings can be large or run the other way; also: potency is read from the fitted curve at half-maximal effect; % of control where 0% means no effect
# Target sequence (Q99816 whole entry, looked up): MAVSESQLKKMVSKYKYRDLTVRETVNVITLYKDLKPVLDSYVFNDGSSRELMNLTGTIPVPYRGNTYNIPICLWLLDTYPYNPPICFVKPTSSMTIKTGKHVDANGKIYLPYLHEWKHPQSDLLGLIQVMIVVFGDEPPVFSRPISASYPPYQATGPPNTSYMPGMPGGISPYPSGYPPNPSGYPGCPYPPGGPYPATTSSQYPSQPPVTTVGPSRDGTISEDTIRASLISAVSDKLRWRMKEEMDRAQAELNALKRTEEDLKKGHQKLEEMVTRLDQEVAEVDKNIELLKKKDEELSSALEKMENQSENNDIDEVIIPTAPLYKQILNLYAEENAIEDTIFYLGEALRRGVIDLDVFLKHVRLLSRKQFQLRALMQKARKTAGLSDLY
#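 Fluorescence polarization binding of Tsg101 binding domain (10 uM final) to FITC-labeled PTAP peptide (50 nM final) in HEPES pH 7.5 buffer with NaCl, Tween 20, EDTA, TCEP. Compounds added before peptide; binding 20 min at RT.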
# Menin-MLL TR inh: qHTS Assay for Inhibitors Targeting the Menin-MLL Interaction in MLL Related Leukemias: Competition With Texas Red Labeled MLL-derived Mutant Peptide; actives 0.23% (n = 270,000); Menin + Texas Red MLL mutant peptide, fluorescence polarization; Potency, µM (top dose mostly 61.6 µM), without a hit: top-dose FP activity change, negative = inhibition, most hits filed as inhibitors; O00255; AID 1768, 2009; active = well fitted inhibition curve with a large enough effect in the polarisation, with a control signal flat, not every such curve was filed as active; inconclusive = small, poorly fitted or top-dose-only effect, or effect the other way, or a change in a side signal; inactive = no such curve, though single readings can be large or run the other way; the % refers to the polarisation; also: potency is read from the fitted curve at half-maximal effect; % of control where 0% means no effect; many of its hits are not listed in these tables
# B2AR arrestin: qHTS assay of beta-arrestin-biased ligands of beta2-adrenergic receptor; Beta-2 adrenergic receptor (Homo sapiens), P07550; beta-arrestin recruitment to beta2AR, cell-based reporter; Potency, µM (top dose mostly 46.1 µM), inactives show at the top dose activation, usual class: activators; actives 0.02% (n = 330,000);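 also: potency is read from the fitted curve at half-maximal effect; 0% = DMSO controls and full agonism = EC100 isoproterenol or metaproterenol; nearly all actives have a fitted effect of over 65% in size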
# Tb PFK inh: qHTS Assay to Find Inhibitors of T. brucei phosphofructokinase | actives 0.17% (n = 330,000) | Potency, µM (series often up to 57.5 µM), for the others: at the highest dose activity, negative = inhibition, hits mostly inhibitors | ATP-dependent 6-phosphofructokinase (Trypanosoma brucei brucei), O15648 | T. brucei PFK, ADP-Glo luminescence | AID 485367, 2010;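 also: potency is read from the fitted curve at half-maximal effect; 0% = uninhibited 1x PFK enzyme wells and -100% = no-enzyme wells; nearly all actives have a fitted effect of over 60% in size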
# Target sequence (O15648 whole entry, looked up): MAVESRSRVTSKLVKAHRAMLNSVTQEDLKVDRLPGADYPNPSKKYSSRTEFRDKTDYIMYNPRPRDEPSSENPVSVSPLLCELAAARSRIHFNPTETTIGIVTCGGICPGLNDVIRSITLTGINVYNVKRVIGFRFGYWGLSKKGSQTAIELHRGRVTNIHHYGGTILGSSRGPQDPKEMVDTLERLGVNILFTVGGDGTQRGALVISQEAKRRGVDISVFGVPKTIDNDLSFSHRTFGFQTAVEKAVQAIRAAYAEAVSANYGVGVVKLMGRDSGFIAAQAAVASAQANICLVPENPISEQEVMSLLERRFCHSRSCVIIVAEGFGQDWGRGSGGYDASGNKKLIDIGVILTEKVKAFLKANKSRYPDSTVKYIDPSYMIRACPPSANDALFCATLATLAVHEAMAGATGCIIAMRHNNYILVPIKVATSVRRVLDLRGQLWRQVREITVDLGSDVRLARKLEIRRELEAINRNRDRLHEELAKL
#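 PFK 1.25 nM, F6P 0.5 mM, ATP 0.1 mM, 0.1 M TEA pH 8.0, 5 mM MgCl2, 0.01% Tween20, 0.1% BSA; 45 min RT. ADP-Glo readout. qHTS titration up to 57 uM; curves fitted, compounds curve-classed.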
# Integrin act MD: qHTS for Activators of Integrin-Mediated Alleviation for Muscular Dystrophy. alpha7betagal myoblasts, beta-gal FDG fluorescence, 48 h. Potency, µM (highest dose often 38.3 µM), inactives show at the highest dose activation, most hits filed as activators. actives 0.064% (n = 350,000);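 also: potency is read from the fitted curve at half-maximal effect; 100% = response of the positive control SU9516; nearly all actives have a fitted effect of over 60% in size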
#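 Alpha7betagal+/- myoblasts (passage 13) were plated 16-24 hr, then exposed to compounds (1:260 dilution of DMSO stock) for 48 hours at 37C. After MPER lysis, β-galactosidase reporter activity was read as FDG fluorescence (ex 480/em 540) after 30 minutes.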
# Giardia kill: Small Molecules that selectively kill Giardia lamblia: qHTS. activity change, % at 7.66 µM, hits read low. Giardia lamblia trophozoite viability. actives 0.15% (n = 340,000); in the data active = activity change below about -80%; inconclusive = between about -30% and that limit;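 also: parasites exposed to compound for two days anaerobically before the ATP read; % is scaled to controls: 0 for no effect and ±100 for the full control effect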
#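 Viability, read as ATP luminescence: trophozoites at 100 cells/well, compound added, 48 hrs anaerobic at 37 deg C, then 15-30 min room-temperature development before reading.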
# Coupling enz: qHTS Assay for Inhibitors of Fructose-1,6-bisphosphate Aldolase from Giardia Lamblia: Coupling assay counterscreen | coupling enzyme system counterscreen, AmpLite Red fluorescence | activity change, negative = inhibition, % at 58.2 µM, hits read low | actives 0.67% (n = 290,000); in the data active = activity change below about -30%; also: % is scaled to controls: 0 for no effect and ±100 for the full control effect
#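 Fluorescence at 525 nm excitation and 598 nm emission measured inhibition of the coupled detection system without aldolase. Compounds (at 57.5 uM final) were preincubated 10 min at room temperature with coupling enzyme reagent before a 20 min substrate/AmpLite Red step.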
# GALK inhibitor: qHTS Assay for Inhibitors of Human Galactokinase (GALK) | P51570 | Purified GALK, Kinase-Glo residual ATP luminescence | Potency, µM (titrated, usually from 57.5 µM), for inactives: top-dose activity change, negative = inhibition, usual class: inhibitors | actives 0.007% (n = 270,000); also: potency is read from the fitted curve at half-maximal effect; % is scaled to controls: 0 for no effect and ±100 for the full control effect
#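 Galactose (100 uM) and ATP (35 uM) were turned over by 5 nM GALK for 1 h at RT. Kinase-Glo Plus then converted the remaining ATP into a luminescent signal.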
# ASM inhibitor: Inhibitors of Secretory Acid Sphingomyelinase (S-ASM): qHTS; Sphingomyelin phosphodiesterase (Homo sapiens), P17405; actives 0.006% (n = 340,000); AID 504937, 2011; Potency, µM (top dose mostly 57.5 µM), without a hit: at the top dose activity change, negative = inhibition, actives largely listed as inhibitors; placental ASM, HMU-PC fluorogenic substrate, 60 min; also: potency is read from the fitted curve at half-maximal effect
#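 Human placenta-derived ASM preincubated with compound 10 min at room temperature, then reacted with 9 uM (final) fluorogenic HMU-PC substrate for 60 min at 37 C. Stop solution raises pH to 10; fluorescence read at Ex 386/Em 447 nm.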
# PKM2 act: qHTS Assay for Activators of Human Muscle isoform 2 Pyruvate Kinase; AID 1631, 2009; actives 0.34% (n = 260,000); Potency, µM (titrated, usually from 57.5 µM), for inactives: at the top dose activation, most hits filed as activators; purified PKM2, Kinase-Glo ATP luminescence, activation; response scale: 0% is enzyme alone, no compound; also: potency is read from the fitted curve at half-maximal effect; % is scaled to controls: 0 for no effect and ±100 for the full control effect; nearly all actives have a fitted effect of over 55% in size
#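 hPK-M2, >95% pure; 0.1 mM ADP / 0.5 mM PEP final; imidazole pH7.2 buffer w/ 7 mM MgCl2, 50 mM KCl; 1 h RT; Kinase-Glo lum. Intermediate enzyme activity for dual inhibitor/activator qHTS.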
# Chronic BCR inh: qHTS Assay to Find Inhibitors of Chronic Active B-Cell Receptor Signaling. ABC-DLBCL IkBa-CBG/CBR reporter, luminescence ratio, 4 h. actives 0.05% (n = 340,000). AID 493014, 2011. Potency, µM (doses to about 46.1 µM), without a hit: at the highest dose ratio change, negative = lower green/red ratio, most hits filed as inhibitors; active = well fitted inhibition curve with a large enough effect in the signal ratio, with a control signal flat, not every such curve was filed as active; inconclusive = small, poorly fitted or top-dose-only effect, or effect the other way, or a change in a side signal; the % refers to the signal ratio;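 also: potency is read from the fitted curve at half-maximal effect; plate controls were basal doxycycline-induced cells for no effect and cells given 10 µM MG132 for full effect; MG132 reads +100%, hits lower the ratio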
#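 TMD8 human ABC-DLBCL cells with doxycycline-inducible IκBα–green luciferase fusion and unfused red luciferase, in 0.5% FBS medium; compounds up to 46 uM, 4 h at 37C. Green/red luminescence ratio, filter-overlap corrected, fitted to concentration-response curves.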
# The depositor's hits bear a star; i = inactive; u = inconclusive; x = no result given; & = joins results of further samples; [ ] = dose if it differs, or a comment. Unless noted, calls follow the shape of the dose curve; as a rule, active = well fitted curve in the direction sought with a large enough effect; inconclusive = small, poorly fitted or top-dose-only effect, or another doubt; inactive = no such curve, though single readings can be large; an effect the other way counts as inactive or inconclusive. These rows are one share of the data, so the mix of outcomes need not match the whole.
SMILES,TSG101-PTAP inh,Menin-MLL TR inh,B2AR arrestin,Tb PFK inh,Integrin act MD,Giardia kill,Coupling enz,GALK inhibitor,ASM inhibitor,PKM2 act,Chronic BCR inh
CCOC(=O)CSc1nc(Cc2ccccc2)nc2ccccc12,-4%,-10%,-0.4%,0%,-21%,-16,4,1%,-12%,11%,-12%
CC(=O)Nc1ccc(NC(=O)CSc2nc3[nH]ncc3c(=O)n2-c2ccccc2)cc1,-4%,1%,0.2%,1%,-14%,4,-2,0%,-3%,x,u
CCOc1ccc(NS(=O)(=O)c2ccc(C(=O)NCC(c3ccc(OC)cc3)N3CCOCC3)cc2)cc1 (stereo not drawn),-4%,x,0.1%,-7%,-2%,15,x,x,-1%,x,-4%
NS(=O)(=O)c1ccc(CNC(=O)c2cc(-c3ccccn3)nc3ccc(Cl)cc23)cc1,-9%,u,-0.1%,6%,9%,12,-3,-3%,-1%,4%,6%
CC(C)(C)C(=O)OCc1nc(-c2ccc(O)c(O)c2)cs1,3%,x,-0.4%,-2%,-29%,-18,-17,5%,0%,u,2%
CC(C)C(NC(=O)c1cccs1)c1nnc(SCC(=O)Nc2nccs2)n1C (stereo not drawn),1%,-3%,0.0%,0%,-9%,-5,2,1%,2%,-1%,u
O=C(c1cc(COc2ccc(F)c(F)c2)on1)N1CCN(C/C=C/c2ccccc2)CC1,-4%,6%,-0.5%,2%,u,-9,2,x,-10%,-5%,u
N=c1c(C(=O)NCC2CCCO2)cc2c(=O)n3ccccc3nc2n1C1CCCCC1 (stereo not drawn),4%,u,-0.4%,0%,-11%,-2,1,-3%,354%[activator],-3%,-14%
COc1ccc(NC(=S)NCCc2ccccc2OC)c(OC)c1,-5%,x,0.2%,5%,-11%,-5,3,-2%,5%,-1%,-11%
CCCCC(CC)C(=O)O (stereo not drawn),-2%,x,-0.7%,1%,10%,-6,x,x,9%,x,-2%
CCOC(=O)c1nnc2ccnn2c1N,-1%,-8%,0.4%,-4%,9%,-3,2,2%,-2%,-1%,2%
COc1cccc(-c2nc(CS(=O)CC(=O)O)c(C)o2)c1 (stereo not drawn),-4%,10%,0.0%,3%,27%,-9,5,3%,-6%,6%,12%
Nc1cc(=O)[nH]c(SCC(=O)Nc2cc(Cl)ccc2Cl)n1,-1%,x,-0.9%,0%,u,-27,1,5%,0%,-11%,u
CCOc1ccc(S(=O)(=O)N2CCCC(C(=O)N3CCCC3)C2)cc1 (stereo not drawn),-7%,x,-0.1%,1%,-39%,-12,x,-6%,1%,x,6%
CCOC(=O)COc1c(Cl)cc(C2NC(=S)NC(c3ccccc3)=C2C(C)=O)cc1OCC (stereo not drawn),0%,-14%,-0.6%,1%,20%,-4,4,-1%,-1%,6%,2%
COc1cc(OC)cc(C(=O)N[C@H](C(=O)OCC(=O)NC(C)c2ccccc2)C(C)C)c1 (stereo partly drawn),6%,-24%,0.4%,3%,29%,20,0,1%,5%,-1%,-13%
CCCNC(=O)N1CCN(c2nc(C(C)C)c3c(c2C#N)CC(C)(C)OC3)CC1,4%,-12%,0.5%,-3%,-6%,22,1,1%,14%,5%,u
CC(C)c1ccc(N(CC(=O)NCCSC(C)(C)C)S(C)(=O)=O)cc1,-2%,-12%,-0.2%,-7%,7%,10,4,-1%,5%,-12%,-9%
COC(=O)c1ccc(NC(=O)C(=O)N2CCN(C(=S)Nc3ccc(OC)cc3)CC2)cc1,0%,13%,-0.2%,25%,36%,15,2,-1%,5%,11%,0%
CCOC(=O)N1CCN(C2CC(=O)N(c3ccc(Cl)c(Cl)c3)C2=O)CC1 (stereo not drawn),-1%,-2%,-0.2%,-1%,25%,13,-2,-3%,0%,3%,3%
COc1ccccc1N(Cc1cc2cccc(C)c2[nH]c1=O)C(=O)C(C)C,-1%,-17%,-0.6%,-5%,6%,10,5,2%,-1%,-1%,0%
O=C(Nc1cc2c(cc1Br)OCCO2)c1ccco1,-7%,16%,0.0%,-2%,20%,12,0,3%,3%,-5%,u
O=C(COC(=O)C1CC(=O)N(Cc2ccco2)C1)Nc1ccccc1[N+](=O)[O-] (stereo not drawn),-6%,x,-0.7%,4%,-15%,-14,x,x,4%,x,-6%
COc1ccc(NC(C)=O)cc1NC(=O)CSc1nnc(C2CCCCC2)n1N,x,6%,0.2%,0%,10%,8,4,2%,3%,0%,-1%
CN1CCN(c2ccc(NC(=O)c3ccc(Cl)cc3)cn2)CC1,-2%,-9%,-0.8%,-1%,-3%,6,1,0%,-3%,-1%,-1%
CCOC(=O)N1CCN(c2ccccc2O)CC1,1%,-4%,-0.1%,3%,-8%,6,0,-1%,-2%,-7%,1%
COc1ccc(OC)c(-c2cc(C(=O)N3CCOCC3)no2)c1,-5%,-13%,-0.1%,-5%,8%,-23,-1,9%,1%,-1%,-29%
COc1ccc(-n2c(NC(=O)c3ccco3)c(C#N)c3nc4ccccc4nc32)cc1,-1%,u,-0.4%,16%,-19%,11,-52*,-5%,i,0%,13%
O=C1C=C(c2ccc3ncccc3c2)C[C@@H](c2ccc3c(c2)OCO3)C1,-2%,x,-0.1%,-3%,-26%,8,x,x,-5%,x,-10%
O=C(/C=C/c1c(Cl)cccc1Cl)NCc1ccccc1,1%,-2%,-0.4%,-7%,-6%,3,0,x,2%,10%,u
Cc1sc2ncnc(N3CCC(C(=O)Nc4cc(S(C)(=O)=O)ccc4Cl)CC3)c2c1C,-4%,x,-0.3%,-1%,1%,22,x,x,-2%,x,-11%
COc1cc(C)ccc1OCCON1C(=O)CCC1=O,1%,4%,0.1%,0%,-2%,-4,2,0%,-1%,-5%,-2%
N#CCCn1cc(/C=C2\NC(=S)N(c3ccccc3)C2=O)c(-c2ccc(-c3ccccc3)cc2)n1,-10%,u,-0.4%,0%,-67%[inhibitor],-4,-2,1%,3%,-4%,4%
COc1cc(CC(=O)OCC(=O)Nc2cc(S(=O)(=O)N3CCCC3)ccc2Cl)cc(OC)c1OC,0%,x,0.2%,-2%,-1%,-4,0,-4%,0%,3%,2%
C/C(=N\NC(=O)c1ccc(C)cc1)C1C(=O)c2ccccc2C1=O,-6%,u,-0.6%,-2%,-5%,-19,0,-6%,-9%,-11%,u
NC(N)=NS(=O)(=O)c1ccc(NC(=S)NC(=O)/C=C/c2ccc(F)cc2)cc1,0%,-2%,4.7%,2%,-10%,-7,1,-4%,3%,1%,0%
CCOC(=O)c1sc(NC(=O)OC)c(C(=O)OC)c1C,-1%,-22%,-0.3%,-1%,-29%,-5,-1,2%,-1%,u,-1%
Cc1ccc(NC(=O)CN(C)C(=O)CSc2nnc(NC(C)C)s2)cc1,0%,x,0.0%,0%,9%,20,x,x,x,x,u
N#Cc1c(NC(=O)CSc2ncn[nH]2)sc2c1CCCCC2,x,12%,0.1%,0%,-34%,10,5,0%,-4%,9%,u
O=C(NCCc1ccccc1)c1ccc(NCC2CCCO2)c([N+](=O)[O-])c1 (stereo not drawn),-1%,0%,0.5%,0%,17%,-9,1,0%,-7%,9%,21%
O=C(O)C1CC=CCC1C(=O)Nc1cccc(Cl)c1 (stereo not drawn),0%,14%,-0.7%,0%,11%,-3,6,2%,3%,9%,0%
COc1cc(NC(=O)c2ccc(N)nc2)cc(C(=O)Nc2cccc(C(F)(F)F)c2)c1,1%,x,0.5%,-17%,-10%&-9%,7,0,-13%,-11%,-2%,-10%

# From PubChem
